hcDAF12 agonist – activates DAF-12 receptor from parasite H. contortus; HEK293 hcDAF-12 lit1-tk-luc reporter, luminescence; 0% DMSO, 100% Δ7-dafachronic acid; activation, % at 6.8 µM; 370,000 compounds, 1.4% hits;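 active = activation above the mean of all tested compounds plus 3 SD, cut at about 5.5% in these data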;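 also: 100% = response to 3 µM Δ7-dafachronic acid high control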
Rev-erbA mod – modulates human Rev-erb alpha binding to DNA | P20393 | Rev-erbα–FITC-DNA binding, fluorescence polarization, 90 min | activity, % at 10 µM | 370,000 compounds, 0.79% hits | AID 1259318;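 active = activity above about 14%, limit read from the data; passing the limit was not always enough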;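 also: 0% = DMSO wells with 35 nM protein and 100% = DMSO wells with 750 nM protein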
SMARCA2 activ – activators of SMARCA2 function | MG213 cells, MMTV-luciferase reporter, dexamethasone, overnight | activation, % at 9.1 µM | 370,000 compounds, 1% hits | AID 652017; in the data active = activation above about 7.8%;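 also: 0% = vehicle wells and 100% = reference activator wells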
DAX1 inh-1 – inhibitors of human orphan nuclear receptor DAX1 (NR0B1). P51843. HEK293 Gal4-DAX1 luciferase reporter, luminescence. inhibition, % at 6.75 µM. 340,000 compounds, 0.99% hits. AID 504766;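 active = inhibition above the mean over all tested compounds plus 3 SD, cut at about 4.2% in these data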;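 also: 0% = DAX1-transfected cells with DMSO and 100% = empty-vector control cells with DMSO; inhibition shows as a rise in luminescence from relieved DAX1 repression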
Target sequence (P51843 207-470 limits assumed): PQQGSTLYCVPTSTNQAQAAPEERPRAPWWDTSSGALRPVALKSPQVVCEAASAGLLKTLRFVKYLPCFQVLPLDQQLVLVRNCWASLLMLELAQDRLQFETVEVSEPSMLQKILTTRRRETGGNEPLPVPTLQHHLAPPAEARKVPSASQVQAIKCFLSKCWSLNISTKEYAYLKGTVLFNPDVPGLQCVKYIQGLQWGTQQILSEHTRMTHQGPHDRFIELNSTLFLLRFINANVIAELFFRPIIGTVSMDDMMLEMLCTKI
ssDAF-12 act – activators of S. stercoralis DAF-12 nuclear receptor | HEK293 ssDAF-12/GRIP1 lit1-tk-luc reporter, luminescence; % of 3 µM dafachronic acid response | activation, % at 6.8 µM | 370,000 compounds, 1% hits;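 active = activation above the mean over all tested compounds plus 3 SD, cut at about 0.9% in these data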;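 also: 0% = DMSO-only wells and 100% = 3 µM delta7-dafachronic acid wells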
ADAM17 inh – inhibits human ADAM17 | 370,000 compounds, 0.83% hits | P78536 | AID 720648 | recombinant ADAM17, EDANS/DABCYL FRET peptide cleavage | inhibition, % at 6.95 µM;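 active = inhibition above the mean of compounds lying between control limits plus 3 SD, set per campaign, cut at about 8.5% in these data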;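 also: 0% = DMSO-only wells as the low control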
hgDAF-12 ag – hgDAF-12 agonism, primary luciferase screen. HEK293 GAL4-hgDAF12 UAS-luciferase reporter, agonist luminescence; normalized to butyrate control. activation, % at 6.8 µM. 370,000 compounds, 1.8% hits. AID 687014;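 active = activation above a cutoff set at the mean of all screened compounds plus 3 SD, cut at about 10% in these data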;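 also: 0% = DMSO wells and 100% = sodium butyrate wells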
DAX1 inh-2 – DAX1 (NR0B1) inhibition, primary screen. 370,000 compounds, 1.1% hits. AID 652010. inhibition, % at 6.8 µM. HEK293T StAR-luciferase reporter, SF-1/DAX-1 repression relief;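 active = inhibition above the mean over all tested compounds plus 3 SD, cut at about 3.6% in these data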;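 also: 0% = DAX-1 cells with DMSO and 100% = cells lacking DAX-1 with DMSO; higher inhibition means more luminescence from relief of DAX-1 repression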
PLCb3 inh – inhibitors of human phospholipase C beta3; Q01970; Purified PLC-beta3, fluorogenic substrate, fluorescence; inhibition, % at 12.2 µM; 370,000 compounds, 0.18% hits; in the data active = inhibition above about 11%;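 also: 0% = median of compound wells on plate and 100% = full blocker control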
PLC-gamma1 inh – PLC-gamma1 (human) inhibition, primary screen. P19174. purified PLC-gamma1, fluorogenic substrate, fluorescence. inhibition, % at 12.2 µM. 370,000 compounds, 0.84% hits; in the data active = inhibition above about 9.5%
MBD2 inh – inhibitors of human MBD2 binding to methylated oligonucleotide. Q9UBB5. TR-FRET. inhibition, % at 4.4 µM. 370,000 compounds, 0.31% hits. AID 686964; in the data active = inhibition above about 13%
Target sequence (Q9UBB5 whole entry, looked up): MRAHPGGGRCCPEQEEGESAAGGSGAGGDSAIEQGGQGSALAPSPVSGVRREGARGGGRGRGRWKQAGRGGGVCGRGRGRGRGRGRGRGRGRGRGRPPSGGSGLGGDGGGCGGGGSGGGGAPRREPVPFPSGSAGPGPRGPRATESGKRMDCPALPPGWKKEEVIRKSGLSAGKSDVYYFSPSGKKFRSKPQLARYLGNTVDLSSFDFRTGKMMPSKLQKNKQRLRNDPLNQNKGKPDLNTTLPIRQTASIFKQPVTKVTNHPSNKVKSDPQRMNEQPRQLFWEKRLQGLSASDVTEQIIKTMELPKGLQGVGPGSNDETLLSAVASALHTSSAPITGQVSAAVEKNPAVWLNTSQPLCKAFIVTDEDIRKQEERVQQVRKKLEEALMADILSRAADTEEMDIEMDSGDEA
Active calls of the source: *; i = inactive; x = not tested or not shown.

SMILES	hcDAF12 agonist	Rev-erbA mod	SMARCA2 activ	DAX1 inh-1	ssDAF-12 act	ADAM17 inh	hgDAF-12 ag	DAX1 inh-2	PLCb3 inh	PLC-gamma1 inh	MBD2 inh
Cn1c(NCC(O)CO)nc2c1c(=O)n(Cc1ccc(Cl)c(Cl)c1)c(=O)n2C (stereo not drawn)	-1.0	-4	0	-1.0	-1.1	-2	-2.9	0.0	0	3	1
O=C(N/N=C\c1c(O)ccc2ccccc12)c1cncc(Br)c1	-4.1	8	-3	-0.2	-1.7	-25	-8.3	-1.9	-145	-112	-3
O=C(CN1CCCN(Cc2ccc(F)cc2Cl)C1=O)NC1CCCC1	-1.5	4	-3	3.8	-1.3	5	1.9	0.6	-5	8	3
CCOc1nc(-c2ccccc2)c2cc(Br)ccc2n1	4.9	27*	-2	2.3	0.0	-4	2.2	-0.3	-5	2	-1
COCCn1c(SCC(=O)Nc2ccccc2C)nc2c(oc3ccccc32)c1=O	-0.2	-2	5	-1.2	-1.1	1	1.1	0.1	0	2	-1
O=C(CNCC(=O)Nc1ccc(F)c(F)c1F)Nc1ccc(F)c(F)c1F	-0.9	4	-2	0.2	-0.6	6	0.8	0.7	-3	9	-8
CCOCCn1c(CC)nc2ccccc21	-1.0	-3	-3	-0.2	-1.8	-7	-1.5	-0.2	-7	0	-3
CC(=O)N1c2ccc(S(=O)(=O)N3CCCC(C(=O)NCc4ccccc4Cl)C3)cc2CC1C (stereo not drawn)	-2.2	1	-5	-0.8	-1.2	-2	-1.8	0.0	-4	1	-5
CCOC(=O)c1sc2ncnc(N3CCN(C)CC3)c2c1C	-0.8	-7	1	-1.3	-1.6	-18	-1.6	-0.1	-23	-15	-6
C=CCn1c2ccccc2c2nnc(SC(CC)C(=O)Nc3nc(C)c(C(=O)OCC)s3)nc21 (stereo not drawn)	-0.5	-1	0	0.8	-1.1	4	-0.4	0.2	-4	-3	0
CCOC(=O)c1sc(Nc2nc(C)cc(OC)n2)nc1C	4.8	15*	-2	4.5*	-1.3	-4	-0.8	-0.1	-5	0	-1
COc1ccc2cc(C(=O)C3CCCN(C(=O)c4cnn(C(C)C)c4)C3)ccc2c1 (stereo not drawn)	-0.3	0	1	-0.2	-1.2	-471	2.6	-2.8	-450	-350	-6
CCOC(=O)c1c(C=O)c2sc(C)cc2n1C	-0.3	-4	1	1.6	-1.1	-47	4.0	0.6	-443	-303	0
COc1cc(OC)c2cc(C(=O)N/N=C/c3cccc(OC)c3O)[nH]c2c1	-1.8	8	-5	0.6	-0.8	-6	-4.2	-0.5	-66	-44	-4
O=C1OCCN1C(=O)[C@H]1[C@H](c2ccc(Cl)cc2)C(c2ccccc2)=NN1c1ccccc1	-0.8	8	-4	0.4	-0.6	-69	-1.6	-0.7	i	-376	0
O=C(Nc1nccs1)c1ccc(-c2ccccc2[N+](=O)[O-])o1	2.8	3	6	1.4	0.0	-3	10	5.2*	-18	-6	-2
Cc1cccc(NC(=O)c2cc(S(=O)(=O)NCc3ccco3)ccc2F)c1C	-2.3	-2	-1	-0.4	-1.3	-2	-3.7	-1.5	1	-1	2
Clc1ccc(Sc2oc(/C=N/n3cnnc3)cc2Br)cc1	-0.4	-2	0	0.1	-1.1	1	0.6	-0.3	-4	-1	-2
C=CCN1C(=O)c2ccc(C(=O)OCC(=O)N(CC)c3c(N)n(Cc4ccccc4)c(=O)[nH]c3=O)cc2C1=O	-2.1	1	-1	0.9	-1.4	-3	0.6	-1.9	-7	-3	2
CC(=O)c1cccc(NC(=O)[C@@H](NC(N)=O)C(C)C)c1	-0.5	9	-3	-0.2	-0.6	-1	-2.7	0.9	1	0	-1
CCOc1ccccc1NC(=O)COC(=O)c1c[nH]c2ccccc12	1.0	-16	-1	-1.2	-0.8	-2	-0.1	0.1	3	4	3
CC(C)(C)S(=O)N1Cc2cc(CO)cc(CCO)c2[C@H]1CCO (stereo partly drawn)	-1.5	-1	-1	0.0	-1.4	0	-0.9	-0.4	-2	-5	-3
COc1ccc([N+](=O)[O-])cc1NS(=O)(=O)c1cccc(C(=O)O)c1	-1.9	2	-2	3.8	-1.3	-3	0.7	0.1	-5	1	5
COc1ccc(/C=C(\C#N)C(=O)Nc2ccccn2)cc1	0.3	2	0	-1.2	-1.4	-18	0.1	-0.2	-79	-59	1
CCC(C)(C(=O)Nc1ccccc1C)N(C(=O)CNC(C)=O)c1ccc(C)cc1 (stereo not drawn)	-1.5	-1	-1	0.5	-0.7	-1	-0.3	-0.3	-1	-2	0
CCOC(=O)N1CCN(C(c2ccc(F)cc2)c2sc3nc(C)nn3c2O)CC1 (stereo not drawn)	1.4	0	1	0.9	-0.9	1	-0.9	0.4	0	3	-3
CC1CC(C)CN(CC(=O)NC(c2ccccc2)c2ccccc2)C1 (stereo not drawn)	-0.5	3	0	1.1	-1.6	1	0.3	-0.8	4	1	0
CCCCCCn1c(CN2CCN(Cc3ccccc3)CC2)nc2c1c(=O)n(C)c(=O)n2C	-2.1	-2	3	-0.4	-1.8	0	3.5	-0.2	2	0	0
Cc1nn(Cc2n[nH]c(=S)n2Cc2ccccc2)c(C)c1Cl	-1.6	-1	-1	-0.3	-1.4	0	1.6	-0.8	4	0	3
COc1ccccc1C(=O)NCC(=O)OCC(=O)Nc1cccc(S(=O)(=O)N2CCCCCC2)c1	-2.3	7	-1	-0.2	-1.1	4	-1.8	0.2	-1	1	-1
COc1ccccc1CNC(=O)c1ccc(Cl)c(S(=O)(=O)N2CCCC2)c1	-2.4	2	-1	-0.5	-1.3	1	0.0	-1.8	-2	3	2
COCCNC(=O)CC(=O)N/N=C/c1ccc(C(=O)OC)cc1	-1.0	0	0	-0.8	-1.6	-2	1.0	-0.1	-6	2	0
COc1ccc(S(=O)(=O)N2CCOC23CCN(S(=O)(=O)c2ccc(F)cc2C)CC3)cc1	-1.4	2	-3	0.0	-0.4	1	-0.7	0.1	-6	0	-5
C=CCn1c(SCc2csc(-c3ccc(C)cc3)n2)nnc1-c1ccccc1OC	1.9	4	-5	-0.9	-1.2	2	0.3	-0.6	0	1	-4
COc1ccc2[nH]c3c(c2c1)CCN1C(=O)C(CC(=O)NC(C)(C)C)C[C@H](C(=O)N(C(C)C)C(C)C)[C@@]31C (stereo partly drawn)	-0.5	-3	-4	-0.6	-1.2	0	-2.5	0.4	-2	0	3
O=S1(=O)CC=C(CSc2nc3ccccc3[nH]2)C1	-0.9	-3	0	-0.2	-1.3	2	1.9	-0.3	10	1	-7

The final three records of the part above lead into the next:
SMILES	hcDAF12 agonist	Rev-erbA mod	SMARCA2 activ	DAX1 inh-1	ssDAF-12 act	ADAM17 inh	hgDAF-12 ag	DAX1 inh-2	PLCb3 inh	PLC-gamma1 inh	MBD2 inh
C=CCn1c(SCc2csc(-c3ccc(C)cc3)n2)nnc1-c1ccccc1OC	1.9	4	-5	-0.9	-1.2	2	0.3	-0.6	0	1	-4
COc1ccc2[nH]c3c(c2c1)CCN1C(=O)C(CC(=O)NC(C)(C)C)C[C@H](C(=O)N(C(C)C)C(C)C)[C@@]31C (stereo partly drawn)	-0.5	-3	-4	-0.6	-1.2	0	-2.5	0.4	-2	0	3
O=S1(=O)CC=C(CSc2nc3ccccc3[nH]2)C1	-0.9	-3	0	-0.2	-1.3	2	1.9	-0.3	10	1	-7
COc1ccc(NC(=O)CSc2nnc3c4c(nc(-c5ccccc5)n23)CC(C)(C)OC4)cc1	0.6	4	-2	-1.5	-1.4	-2	1.1	-1.5	5	0	3
O=C(NCc1ccc2c(c1)OCO2)C1CCN(c2ccc(S(=O)(=O)N3CCCC3)cc2)CC1	0.6	0	-4	-2.1	-1.6	1	-5.6	-2.4	0	2	-5
COc1ccc2oc(C(=O)N3CCN(C(=O)c4ccco4)CC3)c(C)c2c1	-1.6	3	-1	0.2	-1.1	-5	-0.2	0.8	-16	-7	-5
CCC(C)(C)NC(=O)c1sccc1Oc1ccc(F)cc1[N+](=O)[O-]	-1.3	1	-1	-0.2	-1.8	3	-2.2	1.4	4	2	3
CN(C(=O)c1ccc(S(=O)(=O)NC2CCCC2)cc1)C1CCCCC1	-2.7	5	-2	-0.4	-1.9	0	-0.9	0.0	1	0	4
CC1=C(C(=O)N2CCOCC2)C(c2ccsc2)C2=C(CCCC2=O)N1 (stereo not drawn)	-2.1	-4	0	-0.2	0.4	-60	-0.6	-0.6	-131	-95	-4
N=c1c2ccccc2nc2n1CCCCCCC2	0.2	-4	9.0*	1.7	-0.5	0	1.9	-0.1	5	0	-2
N#CC1(c2ccccc2)CCN(S(=O)(=O)c2ccc(OC(F)(F)F)cc2)CC1	-0.7	1	4	-1.0	-1.8	8	1.6	-0.6	-1	3	1
COc1cc(/C(C)=N/NC(=O)CSc2nncn2C)ccc1OCc1ccccc1Cl	0.9	1	-2	-0.1	-1.4	-6	2.7	0.4	-1	-2	2
COc1ccc(N/N=C(\C=N\O)C(=O)c2ccc(OC)cc2)cc1	-1.4	4	0	-1.1	-0.8	-4	6.9	-1.6	-2	-5	2
c1ccc(Cn2c(-c3ccccc3)c[n+]3c2SCCC3)cc1	0.8	-1	-6	-0.9	-1.6	4	-2.1	-1.2	-5	-4	-2
CCCc1ccc(OCCNC(C)=O)cc1	0.4	0	4	1.3	-1.9	-3	3.0	0.3	-1	0	-2
Cc1c(C(=O)O)oc2c1/C(=N\O)CC(C)(C)C2	-2.5	1	-2	0.4	-1.1	-3	0.3	0.5	-1	1	1
O=C(NCc1ccco1)/C(=C\c1cccs1)NC(=O)c1ccccc1	0.3	-6	-2	1.0	-1.4	0	0.5	-0.6	-2	2	0
Cc1cc(OCCCCOc2ccc(C#N)cc2)ccc1[N+](=O)[O-]	-1.6	0	0	0.6	-1.6	-3	-1.1	-0.3	3	2	3
CCOc1cccc(C=NNc2ccc(S(=O)(=O)Nc3ccccc3C(=O)O)cc2[N+](=O)[O-])c1O	2.0	-1	1	0.6	-1.7	8	-1.0	1.5	3	3	-4
CCc1ccc(N2C(=O)C[C@@](C#N)(C(=O)OC)[C@H]2c2ccccc2)cc1	-0.2	-3	-2	x	-1.0	-3	-5.6	0.6	1	2	1
CCOc1ccc(-n2c(=S)sc3c(=O)[nH]c(SCC(=O)NC4CCCCC4)nc32)cc1	-1.8	-1	-4	1.7	-1.3	-5	-1.5	-0.3	0	1	2
Cc1noc(C)c1-c1ccc(C(=O)N2CCN(C)CC2)c2occc12	1.6	-1	-4	x	-1.6	2	-0.9	-0.4	6	1	-8
Cc1onc(-c2ccccc2)c1C(=O)NCc1cccnc1	-2.1	-2	-2	1.4	-1.3	-8	0.3	-0.5	-5	-4	0
Nc1ncnc2c1cnn2-c1ccccc1	0.0	-6	4	0.3	-0.3	0	7.2	1.6	3	1	-5
Cc1ccc(CNC(=O)NC2CCCCC2)cc1	-0.5	0	3	2.3	-0.7	-4	2.2	0.0	-1	0	-4
COc1ccc(CNC(=O)c2ccc3ccccc3n2)cc1	2.9	4	4	-0.2	-0.2	-4	-1.1	0.1	-6	1	-1
CC(=O)c1ccc(OCCOc2ccc(C#N)cc2)cc1	-2.8	2	-2	-0.5	-1.1	0	1.4	-0.9	-7	-2	1

Screening data: PubChem BioAssay, several laboratories
